TbREL1 inh: TbREL1 inhibition, primary screen. actives 0.49% (n = 89,000). TbREL1 RNA ligation, FRET fluorescence. inhibition, % at 9.66 µM. P86926;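 active = inhibition above the mean inhibition across all screened compounds plus 3 SD, cut at about 11% in these data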;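 also: 0% = plate median of test wells and 100% = NSC42067 control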
Target sequence (P86926 whole entry, looked up): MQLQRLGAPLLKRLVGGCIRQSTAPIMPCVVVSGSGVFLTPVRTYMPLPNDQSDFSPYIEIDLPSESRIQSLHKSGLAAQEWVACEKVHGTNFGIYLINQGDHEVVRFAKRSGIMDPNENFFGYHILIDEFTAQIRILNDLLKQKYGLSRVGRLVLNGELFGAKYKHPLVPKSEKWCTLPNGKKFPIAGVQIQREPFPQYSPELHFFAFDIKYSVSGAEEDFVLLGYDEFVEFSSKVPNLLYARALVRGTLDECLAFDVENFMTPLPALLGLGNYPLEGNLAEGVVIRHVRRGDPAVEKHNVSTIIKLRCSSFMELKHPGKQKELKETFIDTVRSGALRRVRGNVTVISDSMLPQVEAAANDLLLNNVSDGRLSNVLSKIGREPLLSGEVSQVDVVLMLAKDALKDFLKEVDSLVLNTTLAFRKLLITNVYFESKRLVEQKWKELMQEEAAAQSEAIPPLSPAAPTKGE
* marks the source's active call; other numbers are inactive results. This is a subset; count on the stated rates, not on these rows.

SMILES	TbREL1 inh
CC1CN(C(=O)c2ccc(Oc3ccccc3)cc2)CC(C)O1 (stereo not drawn)	-3
O=C(Cc1cccc(F)c1)Nc1ccc2c(c1)CCC2	-3
O=C(NCc1ccc2c(c1)OCO2)C1Cc2ccccc2CN1C(=O)c1ccco1 (stereo not drawn)	-1
CCn1nc2cc(C(=O)NCCc3cccs3)ccc2c1OC	2
CCOC(=O)c1c(C)n(C)c2ccc(OC)c(NC(=O)CN3CCCCC3)c12	4
CCOC(=O)c1c(NC(=O)COC(=O)c2ccc(NC(=O)CC#N)cc2)sc(C(=O)NC)c1C	2
O=S1(=O)NC(=NC2CCCCCC2)c2ccccc21	1
COc1cc(NC(=O)CSc2nnc3n2C(C)(C)Cc2ccccc2-3)cc(OC)c1	-4
CCCCCOc1ccc(/C=N/NC(=O)c2nnn(-c3nonc3N)c2CN2CCCCCC2)cc1	5
COc1ccc(Cl)cc1NC(=S)NCc1cccs1	2
O=C1CC(c2ccc(F)cc2)Sc2nc(C34CC5CC(CC(C5)C3)C4)nn21 (stereo not drawn)	-2
NC(=O)c1nsc(C(=O)N(c2cccc(F)c2)C(C(=O)NC2CCCC2)c2ccc(O)cc2)c1N (stereo not drawn)	-6
COc1ccccc1-c1noc(CCCC(=O)NC2CCCC2)n1	-1
COc1ccc(CC(=O)NC2=NCCS2)cc1	0
Cc1ccc(CNC(=O)C2CCCN(C(=O)N(C)C)C2)cc1 (stereo not drawn)	0
Cc1ccc(-c2ccc(CCC(=O)O)n2CC2CCCO2)cc1 (stereo not drawn)	-7
COc1ccc([C@H]2CC(=O)C=C(c3cc(Cl)cc(Cl)c3)C2)cc1	5
CCOc1ccc(Nc2c3c(nc4ncnn24)CC(C)CC3)cc1 (stereo not drawn)	1
O=C(Cn1c(C(F)(F)F)nc2ccccc21)c1ccc(Br)cc1	5
Cc1c(C(=O)NCc2ccc(Cl)c(Cl)c2)sc(=O)n1Cc1ccc(S(=O)(=O)N(C)C)cc1	0
CC(C)(C)OC(=O)NCCCCCNC(=O)c1ncn2c1c(=O)[nH]c1ccccc12	9
O=C(CSc1nc2ccccc2s1)N1CCOCC1	0
CCO[C@@H]1OC(C(=O)NCc2ccccc2)=C[C@H](c2ccc(Br)cc2)[C@H]1CCCO	-2
COc1cccc(CNc2ccc(Br)cn2)c1O	1
CCOc1ccc(-n2c(C)nc3c(cnn3-c3ccc(Cl)cc3)c2=O)cc1	-2
CCOC(=O)c1nc(N)c(=O)n(-c2ccccc2)n1	1
O=C1c2ccccc2NC(c2ccccc2F)N1NS(=O)(=O)c1ccccc1 (stereo not drawn)	6
COC(=O)[C@@]12C[C@@H](CC(=O)NCCCCc3ccccc3)C(=O)N(Cc3cccc4ccccc34)C1=CCC(C)(C)C2	-2
COc1ccc(CN(C)C(=O)c2cc(S(=O)(=O)NCc3ccccc3)ccc2C)c(OC)c1	-2
COc1ccc(C/C(C)=N/NC(=S)Nc2ccccc2F)cc1	3
O=S(=O)(c1ccccc1)c1cnc(-c2cccnc2)nc1-c1ccc(Cl)c(Cl)c1	7
O=C(NCc1ccccn1)c1ccc(NS(=O)(=O)c2cccc(Cl)c2)cc1	0
COc1cc(C(=O)OCC(=O)Nc2cccc(S(=O)(=O)N3CCCC3)c2)ccc1OCC(C)C	-1
COc1cc(OC)cc(C(=O)NCCN2C(=O)C3C4C=CC(C4)C3C2=O)c1 (stereo not drawn)	0
O=C(NCCN1CCOCC1)C(=O)NCC1OCCCN1S(=O)(=O)c1ccc(F)cc1 (stereo not drawn)	-2
C1=C(CCNC2=NCCCCC2)CCCC1	2
CC(/C=N/NC(=O)c1c(Br)cnn1C)=C\c1ccccc1	1
O=C(c1cnn2cccnc12)N1CCN(c2ccccc2)CC1	-4
C[C@H]1[C@@H](NC(=O)Cc2ccsc2)CC[C@@]23CCCN2C(=O)CCC[C@@H]13	-2
COC(=O)[C@@]12C[C@@H](CC(=O)NCCCN3CCCC3=O)C(=O)N(CCc3ccc(OC)c(OC)c3)C1=CCC(C)(C)C2	11
CCOC(=O)N1CCN(C(=O)CN2C(=O)c3ccccc3S2(=O)=O)CC1	0
CCc1cccc2c(C(=O)COC(=O)c3nccnc3N)c[nH]c12	-1
Cn1cc(C(=O)N/N=C/C(Br)=C\c2ccccc2)ccc1=O	-3
O=C(COC(=O)c1cc2ccccc2oc1=O)Nc1cccc(Br)c1	2
CNC(=O)C1CC(=O)N(c2ccc(OCC(=O)Nc3ccccc3)cc2)C1 (stereo not drawn)	0
O=C1CN(C(=O)COC(=O)COc2ccc3c(c2)CCC3)c2ccccc2N1	2
CCCCC(=O)N(C)c1c(CC)nc2c(OCC(=O)N3CCOCC3)cccn12	-4
COc1ccc(OC)c(-c2csc(NC(=O)CSCC(=O)Nc3cc(C)on3)n2)c1	2
COCCNc1nc(-c2ccc(OC)cc2)c(-c2ccc(OC)cc2)s1	-2
CC1CCCCC1NC(=O)C1CCCN(S(=O)(=O)c2ccc(-n3cnnn3)cc2)C1 (stereo not drawn)	0
COc1cc2cc(CN(Cc3nnnn3Cc3ccccc3)CC3CCCO3)c(=O)[nH]c2cc1OC (stereo not drawn)	-4
Cc1ccc(-c2csc(C(C)(O)c3ccc(F)c(F)c3)n2)cc1C (stereo not drawn)	7
CCOC(=O)Cc1csc(NC(=O)Nc2ccc(Cl)cc2)n1	4
Cc1cccc(C)c1NC(=O)C(c1ccncc1)n1c(=O)c(-c2ccco2)nc2ccccc21 (stereo not drawn)	2
C[C@@H]1[C@@H](O)C[C@@]2(C[C@H](O)c3cc(Cl)ccc3O2)O[C@H]1c1ccccc1Cl	4
Cc1cccn2c(/C=N/OCc3ccc(F)cc3)c(-c3ccc(Cl)cc3)nc12	2
O=C(Nc1ccc(C(=O)N2CCOCC2)cc1)Nc1cccc(Cl)c1	2
O=C(NCC1CCCO1)c1cc2c(s1)CCCC2 (stereo not drawn)	-1
COc1ccc(CNC(=O)c2ccc3c(c2)N(C)C(=O)CS3=O)cc1 (stereo not drawn)	-2
Cc1cccc(NC(=O)CCCN2C(=O)C(c3ccccc3)Oc3cccnc32)c1C (stereo not drawn)	-3
(next part)
SMILES	TbREL1 inh
CSCCC(NC(=O)c1ccccc1)C(=O)N1CCCCCCC1 (stereo not drawn)	-4
CCOc1ccc(S(=O)(=O)N(CC)CC(=O)NC2CCS(=O)(=O)C2)cc1 (stereo not drawn)	1
Cc1ccnc(NS(=O)(=O)c2ccc(NC(=O)CN3C(=O)c4ccccc4S3(=O)=O)cc2)n1	4
COc1ccc(CCN2C(=O)c3ccccc3C2c2nnnn2-c2ccc3c(c2)OCCO3)cc1OC (stereo not drawn)	0
COc1ccc(N/C(N)=N/c2nc(C)cc(C)n2)c(OC)c1	-1
CCc1noc(C)c1C(=O)N(CCC(C)C)c1c(N)n(Cc2ccccc2)c(=O)[nH]c1=O	0
COc1ccc(C2=Nn3c(nnc3-c3ccccc3F)SC2)cc1OCC1CC1	-4
COc1ccc(NC(=O)c2cc(-c3ccc(OC)c(OC)c3)on2)cc1OC	-2
Cc1ccc(N(CN2CCCC2=O)C(=O)c2ccc(C)c(C)c2)cc1	-2
O=C(O)CCCC(=O)NS(=O)(=O)c1ccc(Cl)cc1	2
COc1cccc(NC(=O)CN(C)C(=O)C2CC(=O)N(CCc3ccc(OC)c(OC)c3)C2)c1 (stereo not drawn)	3
N#C/C(=C\c1cccnc1)C(=O)Nc1ccc(C(=O)O)cc1	2
COC(=O)c1ccccc1NC(=O)Nc1ccc(C)cn1	-1
Cc1ccc(NC(=O)CCNS(=O)(=O)c2ccc3[nH]c(=O)oc3c2)c(Cl)c1	0
Cc1cc(C)c2c(c1)/C(=C/C(=O)c1ccc(Br)s1)C(=O)N2	-1
CCN(C(=O)COC(=O)CCC(=O)c1ccccc1)c1c(N)n(Cc2ccccc2)c(=O)[nH]c1=O	6
CC(C)CC(c1nnnn1Cc1ccco1)N1CCN(c2cccc(Cl)c2)CC1 (stereo not drawn)	-2
COc1ccccc1N1CCN(C(=O)C(Cc2ccccc2)NC(=O)C2CCCCC2)CC1 (stereo not drawn)	-3
CC(C)=C1C2C=CC1C(C(=O)Nc1cc(C)ccc1C)C2C(=O)O (stereo not drawn)	-2
Cc1cc(C)cc(NC(=O)CSc2nnc(-c3ccccc3C)o2)c1	-1
Cc1ccc(NC(=O)CSc2nnc(-c3ccccc3Br)o2)cc1C	3
O=C(NC1CC1)C1=C[C@H](C2CCCCC2)C[C@H](OCc2ccc(CO)cc2)O1	1
Cc1ccc(NC(=O)Cn2c(=O)oc3cc(S(=O)(=O)N4CCC(C)CC4)ccc32)cc1C	-3
CC(=O)c1c(C)nc(-c2ccccc2)n1O	1
COc1ccc(CN2CCNC(=O)C2CC(=O)N(C)Cc2cc(C)no2)cc1OC (stereo not drawn)	0
CCC(Oc1ccccc1)C(=O)NCCCN1CCOCC1 (stereo not drawn)	-1
Cc1ccccc1OCCn1cc(C(=S)N2CCN(C)CC2)c2ccccc21	-7
O=C(COc1ccccc1)Nc1ccccc1N1CCCCC1	6
CCOC(=O)C(=CNc1cc(C)nn1C(C)(C)C)C(=O)OCC	-3
O=C(Cc1cccs1)Nc1ccc(F)c(S(=O)(=O)N2CCOCC2)c1	-3
CCC(C)(C)C1CCC2(CC1)NC(=O)N(CC(=O)N1CCN(C(=O)c3ccco3)CC1)C2=O (stereo not drawn)	0
Cc1ccc(S(=O)(=O)N(C)CC(=O)Nc2ccc3c(c2)OCO3)cc1	-1
Cc1cccc([C@H]2[C@@H]3C=CCC[C@@H]3C(=O)N2Cc2ccccc2)c1	-2
CCOc1ccc(-c2c(C)n([O-])c3c([n+]2=O)CCCCC3)cc1	0
Cc1cc(Cl)ccc1C(=O)C1CCCN(C(=O)c2cscn2)C1 (stereo not drawn)	-1
COc1cc(-c2nnc(SCC(=O)N3C(C)CCCC3C)o2)cc(OC)c1OC (stereo not drawn)	-1
CCN(CC)S(=O)(=O)c1ccc(NC(=O)C(C)N(c2ccccc2)S(C)(=O)=O)cc1 (stereo not drawn)	-3
COc1ccc2c(c1C(=O)/C=C/c1ccccc1)OC(C)(C)C=C2	7
CC(=O)c1c(N2CCOCC2)nc2ccc(Br)cc2c1-c1ccccc1	0
CC(C)Cn1c(-c2csc(C(C)C)c2)n[nH]c1=S	-6
CN(C)c1nc(Cl)cc(N2CCOCC2)n1	-2
COc1ccccc1CNC(=O)c1ccncc1	1
Cc1cccc(-c2noc(C3CCCCC3)n2)c1	0
COc1ccccc1NC(=O)CSc1nc2ccccc2c(=O)n1C	-1
Cn1c(=O)n(CCN2CCOCC2)c(=O)c2c1nc1n2CCN1c1ccc(Oc2ccccc2)cc1	-2
Cc1cccc(C)c1NC(=O)Cn1nnc(-c2ccc(CN3CCC(C)CC3)cc2)n1	-1
CCOC(=O)c1[nH]c(C)c(C(=O)OCc2c(C)noc2C)c1C	1
CCSc1nc2c(sc3ccccc32)c(=O)n1C(C)C	1
CN1CCN(NC(=O)c2cc(S(=O)(=O)Nc3ccc(Cl)cc3)ccc2Cl)CC1	-1
O=C(COC(=O)c1cc(Br)ccc1O)Nc1cccnc1Cl	3
NC(N)=Nc1nc2ccc(Cl)cc2c(=O)[nH]1	7
CCOC(=O)CSC1=C(C#N)C(c2ccc(C)cc2)C(C(=O)OC)C(=O)N1 (stereo not drawn)	0
Cc1cccc(C)c1NC(=O)C1CCCN1C(=O)NCc1ccccc1 (stereo not drawn)	8
COC(=O)c1c(NC(=O)C2CC2)sc(C(=O)Nc2ccccc2)c1C	-1
O=C(/C=C/c1ccoc1)c1ccccc1O	0
CC1(c2nnc(-c3ccc(Cl)cc3)o2)CC(c2ccc(Cl)cc2)=NO1 (stereo not drawn)	1
CCn1c(C)nc2cc(C(=O)NN=Cc3ccccc3OC(F)F)ccc21	1
Cc1ccccc1OCCSc1nc2ncnc(N)c2[nH]1	1
CCOc1ccc(S(=O)(=O)N2CCN(Cc3ccco3)CC2)cc1	-1
Cc1cc(C)nc(NS(=O)(=O)c2ccc(NC(=O)CCC3COc4ccccc4O3)cc2)n1 (stereo not drawn)	0
Additional records follow:
SMILES	TbREL1 inh
COC(=O)CCCC1=CC2=CC(=O)C(C)(OC(=O)c3cccs3)C(=O)C2=CN1CCc1ccccn1 (stereo not drawn)	-1
Cn1c(SCc2ccc(C(C)(C)C)cc2)nnc1C1COc2ccccc2O1 (stereo not drawn)	0
O=C(NNc1nc(-c2ccccc2)cs1)c1ccc(F)cc1	9
COc1ccc(-c2cc(C(=O)N3CCCC3)no2)cc1	4
COc1ccc(C2C(C#N)=C(N)OC3=C2C(=O)CCC3)cc1OC (stereo not drawn)	-2

An excerpt from above in order of length of the SMILES, lowest first.
SMILES	TbREL1 inh
O=C(/C=C/c1ccoc1)c1ccccc1O	0
NC(N)=Nc1nc2ccc(Cl)cc2c(=O)[nH]1	7
CCSc1nc2c(sc3ccccc32)c(=O)n1C(C)C	1
COc1ccc(-c2cc(C(=O)N3CCCC3)no2)cc1	4
O=C(COC(=O)c1cc(Br)ccc1O)Nc1cccnc1Cl	3
COc1ccccc1NC(=O)CSc1nc2ccccc2c(=O)n1C	-1
CCOc1ccc(S(=O)(=O)N2CCN(Cc3ccco3)CC2)cc1	-1
COc1ccc(C2C(C#N)=C(N)OC3=C2C(=O)CCC3)cc1OC (stereo not drawn)	-2
CCn1c(C)nc2cc(C(=O)NN=Cc3ccccc3OC(F)F)ccc21	1
Cn1c(SCc2ccc(C(C)(C)C)cc2)nnc1C1COc2ccccc2O1 (stereo not drawn)	0
CC1(c2nnc(-c3ccc(Cl)cc3)o2)CC(c2ccc(Cl)cc2)=NO1 (stereo not drawn)	1
CCOC(=O)CSC1=C(C#N)C(c2ccc(C)cc2)C(C(=O)OC)C(=O)N1 (stereo not drawn)	0
Cc1cccc(C)c1NC(=O)Cn1nnc(-c2ccc(CN3CCC(C)CC3)cc2)n1	-1
Cc1cc(C)nc(NS(=O)(=O)c2ccc(NC(=O)CCC3COc4ccccc4O3)cc2)n1 (stereo not drawn)	0
Cn1c(=O)n(CCN2CCOCC2)c(=O)c2c1nc1n2CCN1c1ccc(Oc2ccccc2)cc1	-2
COC(=O)CCCC1=CC2=CC(=O)C(C)(OC(=O)c3cccs3)C(=O)C2=CN1CCc1ccccn1 (stereo not drawn)	-1

Screening results (PubChem)
